Bioassay records from PubChem BioAssay.
Diaph act CS: compounds boosting diaphorase resazurin reduction – biochemical, uHTS, resorufin fluorescence, counter-screen for diaphorase-coupled primary assays, primary screen | Diaphorase/resazurin coupled assay, 16 min; stronger effect = higher value; 1 = vehicle wells, 0 = NADH-free wells | activation factor at 20 µM | 190,000 compounds, 0.005% hits | AID 1229, 2008;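 active = diaphorase activity raised at least twofold by the compound at 20 µM; inactive = activation factor below 2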
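System – purified diaphorase enzyme from Clostridium kluyveri · Input – enzyme 0.07 U/mL final · Also added – final NADH 0.114 mM, resazurin 0.1 mM · Measured by – fluorescence of resorufin, 544 nm excitation, 590 nm emission · Timing – 16 min enzyme reaction, ambient temperature · Measure – resorufin increase flagging diaphorase activators or reducers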
Lmaj promast: Leishmania major promastigote growth inhibition, primary screen. inhibition, % at 10 µM. 200,000 compounds, 9% hits. Leishmania major promastigotes, resazurin fluorescence viability;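 note: promastigotes grown with compound for 44 hours at 28 °C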
Hsp70 activator: Hsp70 transcriptional activators, primary screen, cell-based, HeLa, Hsp70 promoter luciferase, luminescence, 10 µM; HeLa Hsp70 promoter luciferase reporter; scaled: vehicle 0, proteasome-inhibitor control 100%; activation, % at 10 µM; 200,000 compounds, 0.04% hits;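 active = activation above the mean across all tested compounds plus 3 SD, cutoff set per campaign, cut at about 5.5% in these data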;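 note: 100% = MG132 at 30 µM as the positive control and 0% = DMSO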
PMI act satM6P: human PMI activators, high substrate, primary screen, biochemical, fluorescence intensity, near-saturating mannose 6-phosphate; coupled PMI enzyme assay, resazurin fluorescence, 20 min; stronger effect = higher value; 1 = untreated enzyme, 0 = substrate-free blank; activation factor at 20 µM; 190,000 compounds, 0.34% hits; AID 1216, 2008; Mannose-6-phosphate isomerase (Homo sapiens), P34949;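 active = activation factor of 2 or more at 20 µM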
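Test system: human PMI in coupled enzyme assay; Input: PMI at 15 ng/mL final; Medium: HEPES buffer, pH 7.4; Schedule: 20 min incubation at room temperature; Technique: resorufin fluorescence at Ex 544/Em 590 nm; Compound: 20 µM single dose; Probe or stimulus: Near-saturating mannose-6-phosphate, 1.0 mM.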
TLR4-MyD88 BLA: inhibitors of TLR4-MyD88 association in cells, primary screen, cell-based, HeLa CL3-4, BLA complementation, FRET ratio; inhibition, % at 8.4 µM; AID 861, 2007; 200,000 compounds, 0.18% hits; HeLa CL3-4 TLR4/MyD88 BLA complementation; Toll-like receptor 4 (Homo sapiens) + Myeloid differentiation primary response protein …; in the data active = inhibition above about 25%;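 note: 0% = vehicle and 100% = reference inhibitor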
Target sequence (O00206 whole entry, looked up): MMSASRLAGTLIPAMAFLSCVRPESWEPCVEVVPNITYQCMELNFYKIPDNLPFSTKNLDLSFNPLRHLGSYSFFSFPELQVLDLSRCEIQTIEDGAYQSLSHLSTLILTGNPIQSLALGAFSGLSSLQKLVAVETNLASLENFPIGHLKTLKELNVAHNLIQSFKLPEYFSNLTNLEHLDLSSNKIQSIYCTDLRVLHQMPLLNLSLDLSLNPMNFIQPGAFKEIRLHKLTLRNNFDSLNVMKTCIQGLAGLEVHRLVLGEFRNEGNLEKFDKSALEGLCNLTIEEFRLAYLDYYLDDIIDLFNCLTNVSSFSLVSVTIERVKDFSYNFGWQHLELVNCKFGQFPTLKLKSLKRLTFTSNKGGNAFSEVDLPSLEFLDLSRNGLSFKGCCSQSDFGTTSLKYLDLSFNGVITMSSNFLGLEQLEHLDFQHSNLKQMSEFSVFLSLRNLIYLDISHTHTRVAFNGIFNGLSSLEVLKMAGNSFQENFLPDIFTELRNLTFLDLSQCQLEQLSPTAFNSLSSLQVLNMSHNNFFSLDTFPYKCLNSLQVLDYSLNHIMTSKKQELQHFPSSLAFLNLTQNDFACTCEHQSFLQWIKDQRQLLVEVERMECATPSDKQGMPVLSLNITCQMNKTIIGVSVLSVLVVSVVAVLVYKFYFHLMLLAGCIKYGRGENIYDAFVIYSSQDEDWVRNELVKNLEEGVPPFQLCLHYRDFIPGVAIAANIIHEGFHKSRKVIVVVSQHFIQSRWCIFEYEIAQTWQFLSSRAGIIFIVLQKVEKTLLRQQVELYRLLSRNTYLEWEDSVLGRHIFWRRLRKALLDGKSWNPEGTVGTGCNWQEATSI
Target sequence (Q99836 whole entry, looked up): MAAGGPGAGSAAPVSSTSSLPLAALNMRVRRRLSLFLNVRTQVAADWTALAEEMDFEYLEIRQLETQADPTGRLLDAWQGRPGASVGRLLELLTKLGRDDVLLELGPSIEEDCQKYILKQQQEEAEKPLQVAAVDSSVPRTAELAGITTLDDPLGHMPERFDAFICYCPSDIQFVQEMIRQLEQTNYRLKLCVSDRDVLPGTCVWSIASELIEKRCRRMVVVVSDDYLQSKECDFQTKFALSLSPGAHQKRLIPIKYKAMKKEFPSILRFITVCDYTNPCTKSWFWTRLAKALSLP
Redox H2O2 prof: compounds producing H2O2 with reducing agent – biochemical, NIH compound library profiling, artefact control for MLSCN library redox annotation, primary screen; DTT-dependent redox cycling H2O2, phenol red/HRP absorbance; 100% = 100 µM peroxide control, 0% = buffer; activation, % at 10 µM; 200,000 compounds, 0.03% hits; AID 878, 2007;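 active = activation of at least 50% relative to the plate's high and low controls in the primary single-dose screen; inactive = activation below 50%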;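 note: compound incubated with DTT at 0.8 mM final as the reducing agent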
G6PDH CS: L. mesenteroides G6PDH inhibitors, counter-screen for G6PDH-coupled screening assays, biochemical, Leuconostoc mesenteroides enzyme; AID 1020, 2008; Purified L. mesenteroides G6PDH, diaphorase/resazurin coupled fluorescence, 45 min; 200,000 compounds, 0.12% hits; inhibition, % at 5 µM; glucose-6-phosphate dehydrogenase [Leuconostoc mesenteroides]
S1P3 antag: S1P3 receptor antagonists, primary screen, cell-based; Sphingosine 1-phosphate receptor 3 (Homo sapiens), Q99500; CHO S1P3 NFAT-BLA reporter, FRET fluorescence, antagonist mode; inhibition, % at 4.98 µM; 170,000 compounds, 0.27% hits;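 active = inhibition above the plate cutoff, the mean inhibition of test wells on that plate plus 3 SD, cut at about 28% in these data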;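 note: cells challenged with S1P at its EC80 of 0.8 µM; blue over green emission ratio from cleaved BLA substrate after 4 h stimulation; 0% = S1P-stimulated wells and 100% = unstimulated DMSO-only wells; some compounds past the cut are filed as inactive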
RAM inhibit: inhibitors of the yeast RAM network, primary screen, dse1pr::URA3 reporter, 5-FOA selection; S. cerevisiae dse1pr::URA3 reporter, 5-FOA growth OD615, 2 d; analog-sensitive cbk1-as2 kinase mutant strain; inhibition, % at 50 µM; 190,000 compounds, 1.8% hits; AID 868, 2007;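 active = inhibition above a set limit, 3 SD over mean compound inhibition, cut at about 8.4% in these data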;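 note: 0% = DMSO-only wells with no growth and 100% = 10 µM 1-NA-PP1 full growth; inhibition rescues growth on 5-FOA so higher OD means more RAM inhibition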
PMI activator: activators of human PMI, primary screen, biochemical, fluorescence intensity, near-Km mannose 6-phosphate. Mannose-6-phosphate isomerase (Homo sapiens), P34949. purified human PMI, coupled resazurin fluorescence, 20 min; stronger effect = higher value; 1 = vehicle control, 0 substrate-free wells. activation factor at 20 µM. 190,000 compounds, 0.005% hits;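 active = activation factor of 2 or more at 20 µM, relative to plate controls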
Diaph inh CS: diaphorase inhibitors and chemical oxidizers, primary screen, counter-screen for diaphorase-coupled primary assays, biochemical, uHTS, resorufin fluorescence; diaphorase resazurin-to-resorufin fluorescence, NADH, 16 min; bacterial (C. kluyveri) enzyme, not human; inhibition, % at 20 µM; 190,000 compounds, 0.69% hits;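 active = primary screen inhibition at 20 µM above a set limit, cut at about 50% in these data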;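 note: plate controls were DMSO with full reaction for no effect and wells lacking NADH for full effect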
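Test system: Clostridium kluyveri diaphorase enzyme / Quantity: diaphorase at 0.14 U/mL in enzyme working solution / Incubation: 16-min room-temperature incubation before reading / Benchmarks: NADH-free wells as positive control, DMSO-only neutral wells / Signal: resorufin fluorescence 544/590 nm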
An asterisk follows results filed as active. Cut-off read from the data, not from the text of the source, unless noted: active = inhibition above about 50%; inactive = the rest. Rows were taken by chance. About 12% of those tested had a hit in this group.

CCCCCOC(=O)Cn1c(N2CCCCCC2)nc2c1c(=O)[nH]c(=O)n2C was read as Diaph act CS 0.8, Lmaj promast 1, Hsp70 activator -0.2, PMI act satM6P 0.9, TLR4-MyD88 BLA 12, Redox H2O2 prof 0.4, G6PDH CS -2, S1P3 antag 0, RAM inhibit 0.5, PMI activator 0.9 and Diaph inh CS 17.
For Cc1c(C2(O)C(=O)Nc3ccc(F)cc32)c(=O)n(-c2ccccc2)n1C (stereo unspecified) the results were Diaph act CS 1, Lmaj promast -3, Hsp70 activator -0.4, PMI act satM6P 1, TLR4-MyD88 BLA 12, Redox H2O2 prof 1.9, G6PDH CS 0, S1P3 antag -2, RAM inhibit 0.5, PMI activator 1 and Diaph inh CS 4.
Screening CCNC(=S)NNC(=O)c1ccc(OC(F)F)cc1 returned Diaph act CS 1.1, Lmaj promast -8, Hsp70 activator -0.2, PMI act satM6P 1.1, TLR4-MyD88 BLA 6, Redox H2O2 prof -0.1, G6PDH CS 11, RAM inhibit -0.1, PMI activator 1 and Diaph inh CS -9.
For COc1ccc(/C=N/NC(=O)C(C)n2nnc3ccccc32)cc1OC (stereo unspecified) the results were Diaph act CS 0.9, Lmaj promast 0, Hsp70 activator -0.4, PMI act satM6P 1, TLR4-MyD88 BLA -9, Redox H2O2 prof -16, G6PDH CS 2, RAM inhibit 3.4, PMI activator 1 and Diaph inh CS 7.
For CNNC(=O)C(=O)NNS(=O)(=O)c1ccccc1 the results were Diaph act CS 0.8, Lmaj promast 3, Hsp70 activator -0.2, PMI act satM6P 0.9, TLR4-MyD88 BLA -1, Redox H2O2 prof -0.3, G6PDH CS 5, S1P3 antag -19, RAM inhibit 0.7, PMI activator 0.9 and Diaph inh CS 23.
`Cc1nnc(SCc2ccccc2)n1CC1CCCO1` (stereo unspecified) gave Diaph act CS 0.9, Lmaj promast 2, Hsp70 activator -0.1, PMI act satM6P 0.9, TLR4-MyD88 BLA 4, Redox H2O2 prof 9.3, G6PDH CS 6, RAM inhibit -0.9, PMI activator 0.8 and Diaph inh CS 6.
`O=C(CN1CCCCC1)Nc1ccccc1` gave Diaph act CS 0.9, Lmaj promast -5, Hsp70 activator -0.4, PMI act satM6P 1, TLR4-MyD88 BLA 1, Redox H2O2 prof 0.2, G6PDH CS 5, RAM inhibit 1.2, PMI activator 1 and Diaph inh CS 7.
For CCOC(=O)c1sc(NC(=O)CC)c(C#N)c1C the results were Diaph act CS 1, Lmaj promast -7, Hsp70 activator 0.0, PMI act satM6P 1.2, TLR4-MyD88 BLA 7, Redox H2O2 prof 0.2, G6PDH CS 4, S1P3 antag 9, RAM inhibit 4.1, PMI activator 1.2 and Diaph inh CS 4.
CC(C)(C)n1nc(-c2ccc(Cl)cc2)c2c(N)ncnc21 was read as Diaph act CS 0.9, Lmaj promast -5, Hsp70 activator -0.3, PMI act satM6P 0.9, TLR4-MyD88 BLA 0, Redox H2O2 prof -7.8, G6PDH CS 8, RAM inhibit -0.8, PMI activator 1 and Diaph inh CS 9.
`C=CCOC(=O)c1sc(NC(=O)c2ccc(OC)cc2)nc1C` gave Diaph act CS 1, Lmaj promast 3, Hsp70 activator -0.2, PMI act satM6P 0.8, TLR4-MyD88 BLA 5, Redox H2O2 prof -0.1, G6PDH CS 6, S1P3 antag -18, RAM inhibit 2.0, PMI activator 0.9 and Diaph inh CS 1.
`O=C(CSCc1ccco1)NC1CCCC1` gave Diaph act CS 0.9, Lmaj promast -4, Hsp70 activator -0.1, PMI act satM6P 1.1, TLR4-MyD88 BLA 0, Redox H2O2 prof -0.3, G6PDH CS 2, S1P3 antag -17, RAM inhibit 0.3, PMI activator 1.1 and Diaph inh CS 7.
For CC(C)CNC(=O)COC(=O)c1ccccc1SCC(=O)NCC(C)C the results were Diaph act CS 1, Lmaj promast -3, Hsp70 activator -0.1, PMI act satM6P 1.1, TLR4-MyD88 BLA -25, Redox H2O2 prof -1.5, G6PDH CS 2, S1P3 antag 8, RAM inhibit 2.2, PMI activator 1.1 and Diaph inh CS 0.
For COc1ccccc1NS(=O)(=O)c1cccc(NC(=O)Nc2ccccc2)c1 the results were Diaph act CS 0.8, Lmaj promast 99*, Hsp70 activator -0.1, PMI act satM6P 0.9, TLR4-MyD88 BLA -4, Redox H2O2 prof 0.1, G6PDH CS 2, S1P3 antag -1, RAM inhibit 4.7, PMI activator 0.7 and Diaph inh CS 24.
`N/C(=N\OC(=O)COc1ccc(Cl)cc1)c1cccnc1` gave Diaph act CS 0.9, Lmaj promast -5, Hsp70 activator -0.4, PMI act satM6P 1, TLR4-MyD88 BLA 0, Redox H2O2 prof 0.0, G6PDH CS 3, S1P3 antag -10, RAM inhibit -0.3, PMI activator 1.1 and Diaph inh CS 12.
For COc1cc(NC(=O)C2CCCO2)c(OC)cc1Cl (stereo unspecified) the results were Diaph act CS 0.9, Lmaj promast -5, Hsp70 activator -0.1, PMI act satM6P 1, TLR4-MyD88 BLA -10, Redox H2O2 prof 0.7, G6PDH CS 2, RAM inhibit -0.6, PMI activator 1 and Diaph inh CS 13.
For CCc1nc(SCc2ccc([N+](=O)[O-])cc2)n[nH]1 the results were Diaph act CS 0.9, Lmaj promast 2, Hsp70 activator -0.3, PMI act satM6P 0.9, TLR4-MyD88 BLA 1, Redox H2O2 prof -0.2, G6PDH CS 8, S1P3 antag -1, RAM inhibit 0.8, PMI activator 0.9 and Diaph inh CS 14.
`CC(=O)c1cccc(NC(=O)C(C)OC(=O)CNC(=O)c2ccc(C)s2)c1` (stereo unspecified) gave Diaph act CS 0.9, Lmaj promast -6, Hsp70 activator 0.0, PMI act satM6P 1, TLR4-MyD88 BLA -5, Redox H2O2 prof -1.3, G6PDH CS 2, S1P3 antag -1, RAM inhibit 1.0, PMI activator 1 and Diaph inh CS 7.
`COc1ccc(N(CCCN2C(=O)c3cccc4cccc(c34)C2=O)C(=O)c2ccncc2)cc1` gave Diaph act CS 0.6, Lmaj promast 69*, Hsp70 activator -0.1, PMI act satM6P 1, TLR4-MyD88 BLA 6, Redox H2O2 prof -0.6, G6PDH CS 0, S1P3 antag -8, RAM inhibit -0.4, PMI activator 0.9 and Diaph inh CS 38.
For COc1cc(N)c(Cc2nccc3cc(OC)c(OC)cc23)cc1OC the results were Diaph act CS 0.8, Lmaj promast 2, Hsp70 activator -0.2, PMI act satM6P 0.4, TLR4-MyD88 BLA -1, Redox H2O2 prof 0.0, G6PDH CS 17, S1P3 antag -13, RAM inhibit 1.3, PMI activator 0.7 and Diaph inh CS 17.
COc1ccc(F)cc1C(=O)C1CCCN(Cc2ccc(Sc3nncn3C)o2)C1 (stereo unspecified) was read as Diaph act CS 0.9, Lmaj promast 14, Hsp70 activator -0.2, PMI act satM6P 1, TLR4-MyD88 BLA -11, Redox H2O2 prof -0.8, G6PDH CS -3, S1P3 antag -5, RAM inhibit 0.1, PMI activator 1 and Diaph inh CS 9.
`O=C(Nc1ccccc1)Nc1nc2ccccc2s1` gave Diaph act CS 0.9, Lmaj promast 0, Hsp70 activator 0.1, PMI act satM6P 1, TLR4-MyD88 BLA -18, Redox H2O2 prof -0.1, G6PDH CS -3, S1P3 antag 7, RAM inhibit 2.4, PMI activator 0.9 and Diaph inh CS 11.
Screening CC1(C)NC(=O)N(CC(O)COc2cccc(F)c2)C1=O (stereo unspecified) returned Diaph act CS 0.9, Lmaj promast -8, Hsp70 activator -0.3, PMI act satM6P 0.8, TLR4-MyD88 BLA -3, Redox H2O2 prof -0.1, G6PDH CS -4, S1P3 antag -8, RAM inhibit 0.2, PMI activator 0.9 and Diaph inh CS 13.
`Cc1nc(NCc2ccccn2)c2ccccc2n1` gave Diaph act CS 0.9, Lmaj promast -1, Hsp70 activator 0.0, PMI act satM6P 1, TLR4-MyD88 BLA 1, Redox H2O2 prof 2.8, G6PDH CS 18, S1P3 antag -6, RAM inhibit 2.2, PMI activator 0.9 and Diaph inh CS 13.
For Cc1ccccc1Cn1ccc(NC(=O)c2nn(C)cc2[N+](=O)[O-])n1 the results were Diaph act CS 0.9, Lmaj promast -6, Hsp70 activator -0.1, PMI act satM6P 1.1, TLR4-MyD88 BLA -5, Redox H2O2 prof -0.5, G6PDH CS 4, S1P3 antag -5, RAM inhibit 0.8, PMI activator 1 and Diaph inh CS 7.
Screening COc1ccc(CN2C(=O)CCC2(C)C(=O)NCc2cccnc2)c(OC)c1 (stereo unspecified) returned Diaph act CS 0.8, Lmaj promast -2, Hsp70 activator -0.2, PMI act satM6P 0.9, TLR4-MyD88 BLA -10, Redox H2O2 prof 1.0, G6PDH CS 0, S1P3 antag -13, RAM inhibit 0.8, PMI activator 0.9 and Diaph inh CS 17.
`N#Cc1c(Cl)nsc1NC(=O)c1ccccc1` gave Diaph act CS 1.1, Lmaj promast 10, Hsp70 activator -0.1, PMI act satM6P 1.1, TLR4-MyD88 BLA -2, Redox H2O2 prof -0.9, G6PDH CS 3, S1P3 antag 4, RAM inhibit 0.0, PMI activator 1 and Diaph inh CS -7.
